# Screening results (PubChem)
# KCNQ1 pot = potentiates or activates the human KCNQ1 potassium channel | P51787 | CHO-K1 KCNQ1, thallium flux FluxOR fluorescence; active compounds read high | B-score at 10 µM | 0.35% of 310,000 active;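 active means fluorescence ratio B-score, a plate-corrected score, at least three library SD, with initial intensity B-score within 5 SD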
#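 Material: CHO-K1 cells stably expressing KCNQ1. Medium: assay buffer for compound exposure, DMSO matched across wells. Reagent: K+/Tl+ depolarizing stimulus. Compound dosing: single-concentration screen. Times: 37 °C overnight plating, 90-min dark dye load, 20-min compound pretreatment. Technique: FluxOR Tl+ flux fluorescence.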
# DYRK1A inh = blocks rat Dyrk1A kinase activity; ADP-Glo luminescence, NFATc1 peptide; Q63470; 0.43% of 310,000 active; inhibition, % at 12.5 µM; AID 504441; in the data active means inhibition above about 50%;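 further: plate controls were vehicle with enzyme for no effect and no enzyme for full effect; many of its hits are not listed in these tables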
# KCNK9 inh = inhibitors of human KCNK9 two-pore domain potassium channel; 1.2% of 310,000 active; B-score at 10 µM; Q9NPC2; HEK293 KCNK9, FluxOR thallium flux fluorescence; active compounds read low;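 active means ratio B-score over 3 SD below the library mean, with starting fluorescence within 5 SD of its mean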;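 further: negative B-score means less thallium flux so channel inhibition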
# GSK3beta inhib = blocks human GSK3beta kinase activity | GST-GSK3beta kinase, ADP-Glo luminescence, 60 min; active compounds read low | P49841 | 0.038% of 300,000 active | activity score (negative = inhibition), % at 10 µM;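 active means more than half of replicate wells score below -50%, meaning over 50% inhibition versus plate controls; inconclusive means some replicates but at most half score below -50%; inactive means no replicate scores below -50%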;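 further: 0% = median DMSO wells and -100% = median GW8510 positive control wells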
# Target sequence (P49841 whole entry, looked up): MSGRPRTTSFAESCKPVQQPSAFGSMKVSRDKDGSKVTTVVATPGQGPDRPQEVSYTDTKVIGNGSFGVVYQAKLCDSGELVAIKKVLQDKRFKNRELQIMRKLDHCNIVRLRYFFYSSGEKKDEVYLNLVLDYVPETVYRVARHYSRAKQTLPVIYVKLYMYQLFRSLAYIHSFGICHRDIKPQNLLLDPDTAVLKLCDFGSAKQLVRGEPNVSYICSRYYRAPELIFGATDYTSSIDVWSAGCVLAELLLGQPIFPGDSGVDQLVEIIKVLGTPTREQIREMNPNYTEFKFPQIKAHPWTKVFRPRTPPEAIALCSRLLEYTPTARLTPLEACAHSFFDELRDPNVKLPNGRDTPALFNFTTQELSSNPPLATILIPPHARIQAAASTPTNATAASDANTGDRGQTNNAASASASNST
#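 Assay system: GST-tagged human GSK3beta kinase, cell-free; Input: 1.6 ng GSK3beta; Medium: Tris/MgCl2 kinase buffer; Timing: 60 min enzyme reaction, room temperature; Signal: ADP-Glo luminescence quantifying ADP generated by kinase; Evaluation: score relative to plate controls; Benchmarks: DMSO neutral wells and GW8510 at 20 µM as positive.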
# GSK3 alpha inh = human GSK-3 alpha kinase inhibition. ADP-Glo luminescence, 60 min. inhibition, % at 10 µM. 0.1% of 320,000 active. AID 2650;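 in the data active means inhibition above about 50%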;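 further: GST-tagged GSK-3 alpha with peptide substrate and 25 µM ATP; 0% = DMSO neutral wells and 100% = GW8510 positive control wells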
# hERG protect = hERG (human) protection from proarrhythmic block; CHO-hERG, FluxOR thallium flux, dofetilide IC70 present; activation (rescue from dofetilide block), less the hit threshold, % at 10 µM; AID 1511; 0.51% of 310,000 active;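 active means activation above the mean of controls blocked by dofetilide plus 5 SD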;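 further: thallium influx through hERG after potassium depolarization seen as dye fluorescence rise; in these data hits start at about 4.7%; inactives centre near -7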
# KCNQ1 inh = inhibitors of human KCNQ1 potassium channel; CHO-K1 KCNQ1, FluxOR thallium flux fluorescence; active compounds read high; 1.3% of 310,000 active; B-score at 10 µM; P51787;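 active means compounds whose thallium flux B-score, printed positive for inhibition, exceeds three library SD while starting fluorescence stays within three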;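 further: channel opened by potassium depolarization with thallium stimulus after 20 min compound exposure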
# KCNK3 inh = human KCNK3 channel inhibition, primary screen | O14649 | CHO-KCNK3 thallium flux, FluxOR fluorescence; active compounds read low | B-score at 10 µM | 0.84% of 340,000 active;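 active means B-score under library mean minus 4 SD, starting fluorescence ratio at most library mean plus 5 SD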;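 further: more negative B-score means stronger inhibition of thallium flux through KCNK3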
# HDAC3 inhib = human HDAC3 inhibition. inhibition, % at 8.3 µM. O15379. recombinant HDAC3, fluorogenic peptide/trypsin coupled, fluorescence. 0.15% of 320,000 active. AID 2718; in the data active means inhibition above about 26%, passing the limit was not always enough; inconclusive means no clear call, values can overlap the other calls
# Target sequence (O15379 whole entry, looked up): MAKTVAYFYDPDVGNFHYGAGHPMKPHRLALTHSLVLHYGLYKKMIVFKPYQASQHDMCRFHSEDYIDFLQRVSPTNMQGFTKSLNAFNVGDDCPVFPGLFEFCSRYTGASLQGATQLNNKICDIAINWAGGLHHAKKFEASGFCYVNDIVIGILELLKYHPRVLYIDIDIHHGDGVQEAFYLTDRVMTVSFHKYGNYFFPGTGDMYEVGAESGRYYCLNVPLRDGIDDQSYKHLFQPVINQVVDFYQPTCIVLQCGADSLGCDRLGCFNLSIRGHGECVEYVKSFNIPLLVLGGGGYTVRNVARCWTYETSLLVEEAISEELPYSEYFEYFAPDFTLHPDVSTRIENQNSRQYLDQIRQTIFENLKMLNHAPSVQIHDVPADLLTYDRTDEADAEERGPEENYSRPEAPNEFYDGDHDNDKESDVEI
# PolyA inhibitor = inhibitors of polyadenylation in S. cerevisiae; S. cerevisiae SKY197-pL101 polyadenylation reporter, beta-gal luminescence; efflux-impaired pdr1/pdr3 knockout yeast; score 100 = 6 SD above DMSO; calls only at 12 µM; 0.02% of 300,000 active; AID 1875;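 active means lowest replicate activity score at least 50, where 100 means six control SD above control mean; inconclusive means lowest score under 50 but half or more replicates reach 50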;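 further: yeast exposed to compound for 9 h at 30 °C; higher score means more reporter readthrough which indicates perturbed polyadenylation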
# RGS4 act = RGS4 potentiation or activation | AID 463111 | 0.92% of 310,000 active | HEK293 M3R/inducible RGS4, carbachol calcium flux Fluo4; active compounds read low | B-score at 10 µM;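 active means B-score of the integrated calcium signal more than 4 SD below the library mean, with starting fluorescence not abnormally high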;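 further: negative B-score means reduced calcium response which marks RGS4 activation or potentiation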
#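 Assay system: Inducible-RGS4 HEK293 cells carrying M3 receptor | Schedule: Compound preincubation 20 min at room temperature before agonist | Signal: Kinetic calcium fluorescence imaging with Fluo4-AM dye, 2 µM | Read-out basis: B score from integrated fluorescence ratio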
# The depositor's hits bear a star; i = inactive; ? = inconclusive; / = no result given.
# Every second line gives: KCNQ1 pot, DYRK1A inh, KCNK9 inh, GSK3beta inhib, GSK3 alpha inh, hERG protect, KCNQ1 inh, KCNK3 inh, HDAC3 inhib, PolyA inhibitor, RGS4 act
1. CCc1cccc2c(C(=O)COC(=O)c3nccnc3N)c[nH]c12
    i, 11, i, -4, 1, -14, i, i, -8, i, i
2. c1ccc(CN2CCC(Nc3nc(-c4ccccc4)nc4ccccc34)CC2)cc1
    i, -7, i, -1, -1, -19, i, i, 13, i, i
3. Cn1cc(C(=O)N/N=C/C(Br)=C\c2ccccc2)ccc1=O
    i, 25, i, 2, 3, -14, i, i, 14, i, i
4. O=C(O)c1ccccc1Cc1nc2cc(Cl)ccc2c(=O)[nH]1
    i, /, i, -2, 0, -3, i, i, -2, i, i
5. COc1cc(Br)cc(/C=N/c2ncn[nH]2)c1O
    12*, 2, i, 2, -2, -8, i, i, 1, i, i
6. COc1ccc(NC(=O)c2ccco2)c(NC(=O)Cc2cccs2)c1
    i, 5, i, 3, 0, -6, i, i, 1, i, i
7. COc1ccccc1C(=O)N/C(=C\c1cn(C)c2ccccc12)C(=O)N1CCCC1
    i, -2, i, 2, -5, -9, i, i, 10, i, i
8. CC(C)(C)OC(=O)N1CCC[C@H]1C(=O)Nc1ccc(S(=O)(=O)C(F)F)cc1
    i, -1, i, -1, -1, -5, i, i, 1, i, i
9. O=C1CCc2cc(S(=O)(=O)Nc3ccccc3)cc3c2N1CC3
    i, -2, i, 2, 0, -7, i, i, 2, i, i
10. c1ccc(C(c2ccccc2)c2noc(CN3CCC(c4ccncc4)CC3)n2)cc1
    i, /, i, 0, -3, -23, i, i, 0, i, i
11. O=C(Nc1ccc(Cc2ccncc2)cc1)c1ccc(S(=O)(=O)N2CCCC2)cc1
    i, -8, i, 3, /, -9, i, i, /, i, i
12. CCOc1ccc(/C(O)=C2/C(=O)C(=O)N(CC3CCCO3)C2c2cccs2)cc1 (centres undefined)
    i, -3, i, 2, 0, -3, i, i, 6, i, i
13. O=[N+]([O-])c1ccc(N/N=C/c2ccc(O)c(O)c2O)c(S(=O)(=O)N2CCOCC2)c1
    i, 1, i, 3, /, -4, i, i, /, i, i
14. Cc1ccc(C(=O)OC(C)C(=O)c2cc(C)c(C)cc2C)o1 (centres undefined)
    i, -6, i, -1, 1, -11, i, i, 3, i, i
15. Cc1nc(-c2ccccc2)cc(N2CCCC2)n1
    i, 7, i, 2, -3, -6, i, i, 0, i, i
16. CC(=O)Nc1ccc(OCc2cccc3ccccc23)cc1
    i, -3, i, -3, 1, -6, i, i, -3, i, i
17. COc1ccc(N2CCN(C3CC(=O)N(Cc4ccccc4)C3=O)CC2)cc1 (centres undefined)
    i, -12, i, -6, 1, -8, i, i, -11, i, i
18. CNC(=O)c1nn(-c2ccc(Cl)cc2)ccc1=O
    i, -1, i, 2, 0, -1, i, i, 5, i, i
19. COc1ccc(/C=N/Nc2nc(N3CCCC3)nc(N3CCCC3)n2)cc1
    i, 3, i, 0, -2, -16, i, i, -1, i, i
20. COc1cc2c(cc1OC)C(c1cc(Br)c(OC)c(OC)c1)CC(=O)N2 (centres undefined)
    i, -3, i, 5, -1, -7, i, i, 2, i, i
21. CCn1c(COc2ccccc2OC)nc2ccccc21
    i, 0, i, -2, 1, -14, i, i, 2, i, i
22. CCN(CC)C(=O)C1CCCN(C(=O)c2cc(COc3cccc(OC)c3)on2)C1 (centres undefined)
    i, 0, i, 0, -3, -5, i, i, -3, i, i
23. CCOC(=O)c1cnc(-n2nc(C)cc2C)nc1N(CC)CC
    i, -3, i, 2, -2, -13, i, i, 0, i, i
24. COc1ccc(-n2cc(C(=O)c3ccc4ccccc4c3O)cn2)cc1
    i, -5, i, 2, -2, -5, i, i, -6, i, i
25. Cn1c(=O)c2c(ncn2CC(COCc2ccccc2Cl)OCc2ccccc2Cl)n(C)c1=O (centres undefined)
    i, 1, i, 1, 2, -12, i, i, 1, i, i
26. Cc1nn(C)c(C)c1S(=O)(=O)N1CCC(CO)(CC2CCCCO2)CC1 (centres undefined)
    i, 9, i, -1, -1, -16, i, i, 6, i, i
27. CS(=O)(=O)c1ccc2c(c1)sc1nc(=O)c(/C=C3/C=CC(=O)C(O)=C3)c(N)n12
    i, 55*, i, 0, 8, -12, i, i, 7, i, i
28. Cc1ccc(/C=N/n2nnnc2N)o1
    i, -1, i, -7, -1, -7, i, i, 9, i, i
29. COc1ccc(CN(CC(=O)NCc2ccc(F)cc2)C(=O)CCC(=O)Nc2nccs2)cc1
    i, 2, i, 3, 2, 0, i, i, -3, i, i
30. C/C(=N\NC(=O)CSc1nc(C)[nH]c1[N+](=O)[O-])c1ccc(F)cc1
    i, 0, i, 0, 3, -16, i, i, 2, i, i
31. O=C(Nc1ccccc1-c1nc2ccccc2s1)c1cccnc1Cl
    i, 3, i, -5, 1, -2, i, i, 0, i, i
32. O=C(COc1ccc([N+](=O)[O-])cc1)Nc1ccccc1N1CCCC1
    i, 2, i, 3, 0, -13, i, i, 0, i, i
33. O=C(COc1cccc2ccccc12)N/N=C/c1ccncc1
    i, 0, i, -2, -3, -7, i, i, -6, i, i
34. CN1C(=O)N(c2ccccc2)C(Nc2nncs2)C1(C)C (centres undefined)
    i, 0, i, 1, -3, -8, i, i, -15, i, i
35. COc1cc(C2NC(=O)c3ccccc3O2)ccc1OC(C)C (centres undefined)
    i, 19, i, -1, -2, -4, i, i, 3, i, i
36. CCOc1ccccc1NC(=O)NC1CCCCCCC1
    i, 6, i, -1, /, -6, i, i, 12, /, i
37. O=C(NN=C1CCCC1)c1ccccc1OCc1ccc(Cl)cc1
    i, -1, i, -4, 0, -3, i, i, 1, i, i
38. CSc1nc2[nH]ncc2c(=O)n1-c1ccccc1
    i, -5, i, -4, 4, -6, i, i, 3, i, i
39. CCCCN(CCCC)S(=O)(=O)c1ccc(NS(=O)(=O)c2ccc(NC(C)=O)cc2)cc1
    i, 4, i, /, 0, -12, i, i, ?, i, i
40. O=C(OCC#Cc1c(COC(=O)c2ccccc2)nnn1Cc1ccccc1)c1ccccc1
    i, 8, i, 2, -2, -9, i, i, 11, i, i
41. COc1cc(/C=N/NC(=O)CNC(=O)c2ccc3c(c2)OCCO3)ccc1O
    i, -5, i, /, -1, -7, i, i, 8, i, i
42. Cc1ccc(S(=O)(=O)NC(=O)Nc2cc(C)ccc2F)cc1
    i, 7, i, 1, 2, -7, i, i, -3, i, i
43. Cc1ccc(CNc2nc(-c3cccnc3)nc3ccccc23)cc1
    i, 16, i, /, -1, -11, i, i, -3, i, i
44. Cc1ccc(C(CC(=O)O)C2CCOC(C)(C)C2)cc1 (centres undefined)
    i, 8, i, 1, -5, -8, i, i, 2, i, i
45. NC(=O)C1CCN(C(=O)COc2cccc3ccccc23)CC1
    i, 9, i, -7, -3, -2, i, i, -3, i, i
46. NC(=O)c1ccc[n+](CC(=O)c2ccccc2)c1
    i, /, i, -4, 2, -8, i, i, -2, i, i
47. CC(C)Oc1ccc(S(=O)(=O)N2CCOCC2)cc1NC(=O)C1CSC2(C)CCC(=O)N12 (centres undefined)
    i, -11, i, -3, 0, -16, i, i, -1, i, i
48. CC(C)c1nnc(N2C(=O)c3oc4ccccc4c(=O)c3C2c2ccco2)s1 (centres undefined)
    i, -1, i, -1, -1, -5, i, i, -2, i, i
49. COc1ccc(-n2c(Cn3nnc4ccccc43)nnc2SCC(=O)O)cc1
    i, 0, i, -1, /, -10, i, i, -2, i, i
50. CCn1nnnc1SCC(=O)N1CCCCC1
    i, 3, i, 5, /, -6, i, i, /, i, i

# The results go on.
# Every second line gives: KCNQ1 pot, DYRK1A inh, KCNK9 inh, GSK3beta inhib, GSK3 alpha inh, hERG protect, KCNQ1 inh, KCNK3 inh, HDAC3 inhib, PolyA inhibitor, RGS4 act
51. COC(=O)c1c(C)[nH]c(C)c1-c1ccc([N+](=O)[O-])cc1
    i, 23, i, 0, 1, -13, i, i, 0, i, i
52. COc1ccc(S(=O)(=O)N(C)c2ccc(C(=O)NCc3ccccn3)cc2)cc1
    i, -2, i, -1, 1, 0, i, i, 4, i, i
53. CCCn1nnnc1NC(=O)c1cc(Cl)ccc1Cl
    i, 0, i, 4, -2, 0, i, i, 0, i, i
54. CC(C)(C)C1=NN=C2c3ccccc3C(=O)C21 (centres undefined)
    i, 1, i, -3, 10, -2, i, i, 6, i, i
55. O=C(CN1C(=O)C2C3C=CC(C4CC34)C2C1=O)Nc1cnc2ccccc2c1 (centres undefined)
    i, 1, i, 3, /, -3, i, i, 3, i, i
56. CS(=O)(=O)N1CCC(C(=O)Nc2cccc(Cl)c2Cl)CC1
    i, 2, i, 1, -1, -12, i, i, 8, i, i
57. CC1CCc2c(sc3ncn(CCO)c(=O)c23)C1 (centres undefined)
    i, /, i, -3, 1, -12, i, i, 7, i, i
58. Cn1nc(C(F)(F)F)c(-c2ccc(Br)cc2)c1NC(=O)c1nccnc1C(=O)O
    i, 11, i, 0, -1, -8, i, i, 5, i, i

# Some of the compounds tested (hit frequency here may not be typical).
